ABHD5-PLIN5 inh: ABHD5-PLIN5 interaction inhibitors, primary screen, cell lysate, split luciferase complementation, luminescence; Split G. princeps luciferase complementation, 4 h; inhibition, % at 4 µM; 360,000 tested, 0.78% active; AID 602281, 2012;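 active = inhibition above the mean inhibition across every tested compound plus 3 SD, cut at about 22% in these data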;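 also: 0% = DMSO only wells and the 100% control is not disclosed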
MC4R antag cAMP: MC4R antagonists of cAMP signaling, primary screen, cell-based, TR-FRET, antagonist arm of biased-ligand search. Melanocortin receptor 4 (Homo sapiens), P32245. MC4R-expressing cells, MTII-stimulated cAMP, LANCE TR-FRET. inhibition, % at 6.5 µM. 360,000 tested, 0.48% active;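 active = inhibition above its plate's cutoff, the mean of tested wells on that plate plus 3 SD, cut at about 29% in these data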;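 also: 0% = Melanotan II alone and 100% = Melanotan II plus saturating MCL0020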
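Material – human MC4R-expressing U2OS cells · Repeats – no replicates · Detection – TR-FRET with Eu-cAMP and labeled anti-cAMP, 671 nm · Times – compound 30 min, challenge 1 h, detection 1 h · Compound – single nominal compound dose of 6.5 µM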
TLR9-MyD88 inh: inhibitors of TLR9-MyD88 association in cells, primary screen, cell-based, CHO, BLA complementation, fluorescence. Toll-like receptor 9 (Homo sapiens) + Myeloid differentiation primary response protein …. CCF4 FRET ratio. inhibition, % at 4.98 µM. 340,000 tested, 0.21% active;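 active = inhibition above the mean over all tested compounds plus 3 SD, cut at about 21% in these data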;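 also: 0% = DMSO only wells and 100% = clavulanate BLA inhibitor control wells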
MC4R barr agon: MC4R agonists recruiting beta-arrestin, primary screen, cell-based, luminescence, agonist arm of biased-ligand search. Melanocortin receptor 4 (Homo sapiens), P32245. U2OS MC4R beta-arrestin complementation; percent of melanotan II response, DMSO zero. activation, % at 8.9 µM. 360,000 tested, 0.98% active. AID 540308, 2011;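 active = activation above a per-plate cutoff, the mean activation of sample wells on that plate plus 3 SD, cut at about 8% in these data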
NOD2 RIPK2 PPI: NOD2-RIPK2 binding disruptors in cells, primary screen, fluorescence, CHO cells, BLA complementation; Receptor-interacting serine/threonine-protein kinase 2 (Homo sapiens), O43353; CCF4 ratio; inhibition, % at 4.98 µM; 360,000 tested, 0.38% active; AID 624267, 2012; in the data active = inhibition above about 21%;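 also: 0% = vehicle only and 100% = reference blocker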
aDG glyco act: activators of alpha-DG glycosylation, primary screen, uHTS, Pro5-aDG cells, AlphaScreen | 360,000 tested, 0.22% active | alpha-DG glycosylation AlphaScreen (IIH6); 0% Pro5, 100% B10-LARGE cell signal | AID 624168, 2012 | activation, % at 10 µM;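 active = activation of at least 8% versus controls, or a plate z-score of at least 8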;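 also: Pro5 are CHO cells carrying HIG-tagged alpha-DG that lacks glycosylation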
Vif inh: HIV Vif self-association inhibitors, primary screen, imaging, HEK293T, single point | HEK293T cells, Vif self-association by quenched fluorescence, 24 h | inhibition, % at 7.49 µM | 340,000 tested, 0.35% active | AID 602346, 2012; in the data active = inhibition above about 50%, passing the limit was not always enough; inconclusive = no clear call, values can overlap the other calls; inactive = below about 31%; also: some results filed as inactive read as strong as hits
Granule exo inh: LAMP-1 surface exposure blockers, TALL-104 cells – cell-based, flow cytometry, MLPCN library, primary screen; TALL-104 LAMP-1 surface exposure; cells stimulated with thapsigargin and PMA; inhibition, % at 10 µM; 360,000 tested, 0.66% active; AID 651702, 2012;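 active = inhibition above about 55%, limit read from the data; inconclusive = no clear call, values can overlap the other calls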
Glyco luc inh: increase of ERlucT glycosylation luciferase signal, primary screen, N-linked glycosylation inhibitor project, D54 ERlucT cells, luminescence, set 2; D54 ERlucT glycosylation luciferase reporter, 24 h; percent of 100 nM tunicamycin response; reporter increase, % at 12.5 µM; 360,000 tested, 0.23% active; AID 588692, 2011;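 active = mean luciferase reporter signal, scaled so untreated is 0 and the glycosylation-blocking control 100, at or above a set limit in every replicate; inconclusive = mean reaches the limit but not every replicate does; inactive = mean below the limit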;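 also: luciferase carries N-glycosylation sites so blocking glycosylation raises the light; 0% = median of neutral control wells and 100% = median of 100 nM tunicamycin wells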
ABCB6 inh 2: ABCB6 transporter inhibitors, primary screen, K562-ABCB6 cells, flow cytometry, MLPCN library. ATP-binding cassette sub-family B member 6 (Homo sapiens), Q9NP58. K562-ABCB6 porphyrin accumulation, 1 h; hits give low values. fluorescence ratio to DMSO, % at 10 µM. 360,000 tested, 0.19% active. AID 602162, 2011;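 active = fluorescence ratio to DMSO below 75%, the collection mean minus 3 SD; inconclusive = too few cells collected in the well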;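 also: signal is porphyrin accumulated inside mitochondria; 100% equals median channel fluorescence of DMSO control wells; lower ratio means ABCB6 inhibition with less porphyrin fluorescence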
* = called active by the depositor; ? = inconclusive; / = not tested or not shown. The list is partial; the hit share may differ from the screen's.

SMILES	ABHD5-PLIN5 inh	MC4R antag cAMP	TLR9-MyD88 inh	MC4R barr agon	NOD2 RIPK2 PPI	aDG glyco act	Vif inh	Granule exo inh	Glyco luc inh	ABCB6 inh 2
Cc1cccnc1Nc1ncnc(N)c1[N+](=O)[O-]	-4	-6	5	0.1	3	-0.1	11	3	1	100
COc1ccc(/C=N/n2cnc3c(sc(=S)n3-c3ccccc3)c2=O)cc1	-1	2	-10	-0.9	-5	0.0	/	-1	1	94
CC(=O)NCc1ccc(-c2csc(NC(=O)CCCc3nc4ccccc4c(=O)[nH]3)n2)cc1	-3	6	3	2.0	0	0.1	-4	3	0	96
CC(=O)c1cccc(OCC(=O)NC2CCCCCC2)c1	-2	9	5	-4.0	-13	0.3	-5	7	0	100
S=C(NC1CCCCC1)N1CCN(Cc2ccccc2Cl)CC1	2	26	3	-0.4	3	0.4	-1	8	-3	91
COc1ccc2oc(=O)c(C(=O)N3CCCc4ccccc43)cc2c1	4	7	2	1.3	-4	-0.2	-1	2	3	99
Cc1ccccc1-c1nnc(-c2cccc3ccccc23)o1	-2	4	-9	-1.6	-6	0.3	2	25	-2	98
COc1cc(-c2noc(C)c2/C=C/c2ccc(C(=O)O)cc2)cc(OC)c1OC	-1	-25	-2	-1.6	-7	-0.1	3	20	5	102
O=S(=O)(c1ccc(Cl)cc1)N1CCCC1c1nc(-c2ccc(Cl)cc2)no1 (configuration not stated)	0	8	-4	-0.9	-9	-0.1	-2	-1	2	93
COc1ccc(NS(=O)(=O)c2cccc(-c3nnc4n3CCCCC4)c2)cc1	-2	-1	-1	-2.2	-4	0.3	8	1	1	108

Nothing new here: an excerpt of the list.
SMILES	ABHD5-PLIN5 inh	MC4R antag cAMP	TLR9-MyD88 inh	MC4R barr agon	NOD2 RIPK2 PPI	aDG glyco act	Vif inh	Granule exo inh	Glyco luc inh	ABCB6 inh 2
Cc1cccnc1Nc1ncnc(N)c1[N+](=O)[O-]	-4	-6	5	0.1	3	-0.1	11	3	1	100
COc1ccc(/C=N/n2cnc3c(sc(=S)n3-c3ccccc3)c2=O)cc1	-1	2	-10	-0.9	-5	0.0	/	-1	1	94
CC(=O)NCc1ccc(-c2csc(NC(=O)CCCc3nc4ccccc4c(=O)[nH]3)n2)cc1	-3	6	3	2.0	0	0.1	-4	3	0	96
CC(=O)c1cccc(OCC(=O)NC2CCCCCC2)c1	-2	9	5	-4.0	-13	0.3	-5	7	0	100
S=C(NC1CCCCC1)N1CCN(Cc2ccccc2Cl)CC1	2	26	3	-0.4	3	0.4	-1	8	-3	91
COc1ccc2oc(=O)c(C(=O)N3CCCc4ccccc43)cc2c1	4	7	2	1.3	-4	-0.2	-1	2	3	99
Cc1ccccc1-c1nnc(-c2cccc3ccccc23)o1	-2	4	-9	-1.6	-6	0.3	2	25	-2	98
COc1cc(-c2noc(C)c2/C=C/c2ccc(C(=O)O)cc2)cc(OC)c1OC	-1	-25	-2	-1.6	-7	-0.1	3	20	5	102
O=S(=O)(c1ccc(Cl)cc1)N1CCCC1c1nc(-c2ccc(Cl)cc2)no1 (configuration not stated)	0	8	-4	-0.9	-9	-0.1	-2	-1	2	93
COc1ccc(NS(=O)(=O)c2cccc(-c3nnc4n3CCCCC4)c2)cc1	-2	-1	-1	-2.2	-4	0.3	8	1	1	108

Next entries follow:
SMILES	ABHD5-PLIN5 inh	MC4R antag cAMP	TLR9-MyD88 inh	MC4R barr agon	NOD2 RIPK2 PPI	aDG glyco act	Vif inh	Granule exo inh	Glyco luc inh	ABCB6 inh 2
CN(CCO)CC(O)Cn1cnc2c1c(=O)n(C)c(=O)n2C (configuration not stated) (tested in a mixture with another compound)	3	5	-2	-1.0	-11	0.0	-3	-3	0	99
CCN(CC)C(=O)[C@H]1C[C@H](CC(=O)NC(C)(C)C)C(=O)N2CCc3c([nH]c4ccc(Cl)cc34)[C@]12C	5	-7	-4	-1.4	-8	0.1	/	-9	0	99
CCOc1ccc(S(=O)(=O)N2CCC(C(=O)NC3CC3)CC2)cc1C	2	9	-8	-3.0	-3	0.0	3	2	3	96
Cc1cc(N2CCCC2)ccc1NC(=O)COc1cccc(C(F)(F)F)c1	-20	6	-10	4.5	-4	-0.1	-26	6	1	100
COc1ccc(CC(=O)Nc2ccc(-c3noc(-c4ccccc4OC)n3)cc2)cc1	-12	0	-13	16*	-8	-0.1	17	-5	-1	100
CCOc1ccc(N(CC(=O)NCc2ccc(F)cc2)C(=O)c2snc(C(N)=O)c2N)cc1	-2	10	0	13*	-4	0.0	21	-2	0	94
Cc1cc(N2C(=O)C(O)=C(C(=O)c3ccco3)C2c2cccc(Cl)c2)no1 (configuration not stated)	-18	2	-2	-2.5	-2	0.1	-1	-1	2	102
CCCc1cc(=O)[nH]c(SCC(=O)Nc2sc(C(N)=O)c(C)c2C(=O)OCCOC)n1	3	-6	-5	3.2	-20	-0.3	-7	0	0	100
CC(C)Nc1ncnc2c1ncn2[C@H]1CN(Cc2cccs2)C[C@@H](CO)O1	2	0	/	3.2	-11	-0.2	?	-7	0	90
CCC(=O)c1ccc(OCC(=O)Nc2ccc3nc(C)sc3c2)cc1	-2	9	-2	-0.9	-1	0.1	10	-3	1	97
CNC(=O)c1ccc(N(Cc2ccccc2)S(C)(=O)=O)cc1	0	-11	-9	-1.3	-12	-0.2	4	-2	-1	95
COC(=O)c1ccc(CNC(=O)[C@@H]2CCCN2S(=O)(=O)c2ccccc2F)cc1	3	8	-11	0.1	-16	-0.1	-3	0	0	95
CC(=O)Nc1ccc(NC(=O)Nc2cccc(Cl)c2)cc1	0	-2	1	-0.6	-5	-0.1	10	-5	-4	96
Cc1ccc(C)c(NC(=O)c2cnc3n(c2=O)CCS3)c1	7	0	-11	4.8	-5	0.3	3	5	2	102
COc1ccc(C)cc1NC(=O)CCN1CCN(c2ccccc2F)CC1	5	3	-6	-0.3	-7	0.5	2	10	-2	101
COC(=O)C1=C(C)Nc2[nH]c(=S)[nH]c(=O)c2C1c1ccc(O)cc1 (configuration not stated)	4	14	6	-0.9	-2	0.0	-4	-2	1	104
O=C(CN1C(=O)NC2(CCc3ccccc32)C1=O)NCc1ccc(Cl)cc1 (configuration not stated)	4	10	-24	-1.9	-7	-0.1	-3	-2	1	95
CN(C)c1ccc(Nc2c3c4c(cccc4n(C)c2=O)C(=O)c2ccccc2-3)cc1	5	6	5	-1.2	-5	-1.7	-6	14	-8	87
CCn1c(=O)cc(OCC(=O)NCc2cccnc2)c2ccccc21	-6	0	-2	0.7	3	-0.4	28	-4	5	88
COCCNC(=O)/C(C#N)=C\c1ccc(CNS(=O)(=O)c2ccccc2)o1	-9	-3	-4	1.1	1	-0.2	4	2	6	96
CCSc1nc2c([nH]c3ccccc32)c(=O)n1C	-6	12	-1	0.6	0	0.1	2	0	2	103
Cc1n[nH]c(=S)n1-c1ccccc1	0	16	2	-0.5	1	-0.1	-5	-2	3	104
Cc1cc(-c2nn(C)c(=O)c3ccccc23)cc(C)c1O	1	-1	1	-1.4	-4	0.0	0	13	1	95
CCOC(=O)c1ccc(NC(=O)CNC(=O)C2CCCCC2)cc1	0	4	-6	-0.1	-8	2.0	15	-9	1	?
COc1ccc(N(CC(=O)NCc2ccccc2)C(=O)CCC(=O)Nc2cc(C)ccn2)c(OC)c1	2	3	-6	0.3	-11	0.3	-3	0	4	90
COc1ccc2[nH]c(=O)c(COC(=O)c3cccs3)cc2c1	3	8	-5	0.1	4	0.8	-2	1	1	94
CCN(CC)S(=O)(=O)c1csc(C(=O)Nc2ccccn2)c1	0	-3	-10	0.7	-15	-0.1	2	0	0	94
Cc1ccc(F)c(C2C3C=CCC(c4cccc(-c5ccc(N(C)C)cc5)c4)C3C(=O)N2Cc2ccccc2)c1 (configuration not stated)	-6	5	-4	1.1	-7	-0.8	-4	-1	1	98
COc1ccc(CC(O)COS(N)(=O)=O)cc1 (configuration not stated)	-1	9	7	-0.1	-15	-0.2	-2	22	2	99
COC(=O)Cc1c(C)c2ccc(OCC(=O)N3CCCC(C)C3)c(C)c2oc1=O (configuration not stated)	-2	7	-1	-2.0	5	0.5	-20	-1	-2	94
COc1ccc(-c2nsc3c(N4CCN(S(=O)(=O)c5ccccc5F)CC4)ncnc23)cc1	12	5	-4	0.8	-23	0.0	2	2	0	99
CN(CC(=O)Nc1ccccc1Br)C(=O)CNC(=O)c1ccco1	7	5	-3	0.2	-7	-0.2	0	-2	-2	102
C[C@H](CO)N1C[C@H](C)[C@@H](CN(C)S(=O)(=O)c2ccccc2)OCc2cnnn2CCCC1=O	-5	17	-9	0.5	-5	2.6	-8	-1	3	99
Cc1ccc(NS(=O)(=O)N2CCOCC2)c(C)c1	2	11	3	-2.1	-1	-0.2	-1	-1	2	97
NC(=O)c1cc2ccccc2o/c1=N/NC(=O)c1cccc(F)c1	7	-19	16	-1.4	7	-0.2	12	-1	-1	99
CCc1nc2ccc(C(=O)Nc3cc(-c4ccccc4)ccc3OC)cn2c1N(CC)Cc1cccc(Br)c1	-2	4	/	-1.6	-12	0.4	-3	14	-7	89
O=C1SCCN1N=Cc1ccc([N+](=O)[O-])o1	-7	1	1	-2.1	5	7.2*	-2	5	7	97
Cc1ccc(C)c(S(=O)(=O)N2CCCC2CNC(=O)C(=O)NCCN2CCOCC2)c1 (configuration not stated)	7	7	2	-3.5	-10	-0.2	-1	7	2	98
COc1ccc(N(CC(=O)NCCC2=CCCCC2)S(=O)(=O)c2ccc(C)cc2)cc1OC	-2	7	-4	-2.0	2	0.1	-8	0	-1	98
COc1ccc(-c2c(C#N)c(N)nc3c2CCCC3)cc1OC	2	-7	8	1.5	2	0.6	0	-4	4	97
CCOc1cc(/C=C2\SC(=N)N(c3nonc3N)C2=O)ccc1OCCN1CCOCC1	7	11	2	2.0	-5	0.3	15	-2	5	103
Cc1ccc(S(=O)(=O)N2CCC(C(=O)Nc3ccc(C(C)C)cc3)CC2)cc1	-18	20	-7	1.2	-8	1.9	-4	-5	-5	94
Cn1ncc([N+](=O)[O-])c1C(=O)NCc1ccccc1	2	4	-4	-0.8	3	0.1	-5	-1	1	101

Screening results (PubChem BioAssay)
